Assay outcomes (PubChem BioAssay)
proCasp3 act – activators of human procaspase-3. AID 463141. 330,000 compounds, 0.11% hits. activation, % at 8.5 µM. P42574. recombinant procaspase-3 D3A, Ac-DEVD-pNA absorbance 405 nm;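 active means activation above the mean of all tested compounds plus 3 SD, cut at about 21% in these data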;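 further: 0% = DMSO alone and 100% = DMSO wells spiked with extra 5 µM PC-3 D3A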
Target sequence (P42574 whole entry D9A/D28A/D175A): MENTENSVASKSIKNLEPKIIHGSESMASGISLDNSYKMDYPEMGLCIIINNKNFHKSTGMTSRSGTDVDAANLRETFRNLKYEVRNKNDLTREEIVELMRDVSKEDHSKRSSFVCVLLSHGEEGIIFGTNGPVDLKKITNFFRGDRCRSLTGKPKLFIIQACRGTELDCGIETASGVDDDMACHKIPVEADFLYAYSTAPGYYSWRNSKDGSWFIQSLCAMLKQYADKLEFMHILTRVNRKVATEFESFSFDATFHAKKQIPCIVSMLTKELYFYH
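Test system: Procaspase-3 D3A mutant; medium: Zinc-free HEPES/NaCl buffer with 0.01% Triton X-100 at pH 7.4; reagent: DEVD-pNA substrate; doses: one concentration, 8.5 µM nominal, 0.8% DMSO; times: 1 h preincubation plus 2 h reaction at 25 °C; signal: Epi-absorbance at 405 nm of released p-nitroaniline, 0 and 120 min; replicates: singlicate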
procasp7 counter – counter-screen: procaspase-7 (human) activation; activation, % at 8.5 µM; P55210; recombinant procaspase-7, Ac-DEVD-pNA absorbance 405 nm; D23A/D198A/D206A triple mutant, cannot self-cleave; scale: DMSO 0, 5 µM enzyme 100; 330,000 compounds, 0.093% hits;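 active means percent activation above the screen-wide mean plus 3 SD, cut at about 25% in these data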
Target sequence (P55210 whole entry D23A/D198A/D206A): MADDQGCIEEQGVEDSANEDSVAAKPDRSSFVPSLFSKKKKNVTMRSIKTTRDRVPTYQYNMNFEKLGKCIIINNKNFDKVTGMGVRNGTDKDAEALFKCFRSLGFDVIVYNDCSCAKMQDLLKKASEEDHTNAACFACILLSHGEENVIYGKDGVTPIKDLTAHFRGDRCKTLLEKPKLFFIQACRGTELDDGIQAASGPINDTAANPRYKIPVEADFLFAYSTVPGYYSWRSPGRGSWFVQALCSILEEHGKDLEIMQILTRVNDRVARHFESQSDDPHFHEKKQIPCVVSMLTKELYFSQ
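Material: Procaspase-7 triple mutant (PC-7 D3A) | Quantity: 2 µM procaspase-7 mutant as dispensed | Reagent: DEVD-pNA substrate | Times: 1 h preincubation, 2 h reaction | Technique: 405 nm absorbance of p-nitroaniline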
Efflux pump inh – antifungal efflux pump inhibition, Nile Red retention; S. cerevisiae Candida pump triplex; inhibition, % at 10 µM; 330,000 compounds, 0.44% hits; AID 485275;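 active means plate passing quality check with inhibition over a set limit, or well fluorescence over plate mean plus 4 SD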;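 further: Nile Red retained in pooled yeast measured as flow cytometry median fluorescence; 0% = buffer negative control and 100% = Enniatin B positive control; higher means more Nile Red kept so more efflux inhibition; some compounds called inactive have numbers as strong as hits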
The depositor's hits bear a star. The list is partial; rates above refer to the full screens.

SMILES	proCasp3 act	procasp7 counter	Efflux pump inh
COc1ccc2[nH]c3c(c2c1)CCN1C(=O)C(CC(=O)NCc2cccc(C(F)(F)F)c2)C[C@H](C(=O)N2CCCCC2)[C@@]31C (some centres undefined)	7.3	10.8	0.3
C[C@@H](OC(=O)c1[nH]cnc1C(=O)NCc1ccc(CNC(=O)OC(C)(C)C)cc1)c1ccccc1	4.8	14.5	0.2
CCN(C[C@H]1N[C@@](CC)(C(=O)OC)[C@H]2C(=O)N(C)C(=O)[C@@H]12)C(=O)C1CCCCC1	8.2	13.0	0.4
CC[C@]12c3[nH]c4cc(-c5ccco5)ccc4c3CCN1C(=O)[C@@H](CC(=O)NC(C)(C)C)C[C@@H]2C(=O)N1CCN(C(=O)c2ccco2)CC1	-10.1	-12.3	0.2
CSc1ncccc1C(=O)OCC(=O)NC12CC3CC(CC(C3)C1)C2	-11.0	-0.3	0.3
COCCNC(=O)c1cc(-c2ccccc2C)nn1CC1CC(c2cccnc2)=NO1 (centres undefined)	-4.5	8.0	0.3
CC[C@]12c3[nH]c4ccc(Cl)cc4c3CCN1C(=O)[C@@H](CC(=O)NCc1ccco1)C[C@@H]2C(=O)N1CCN(C(=O)c2ccco2)CC1	-2.4	-1.3	-0.2
CCOC(=O)C1=CN(Cc2ccco2)S(=O)(=O)N(C)C1c1ccc2ccccc2c1 (centres undefined)	-3.6	-5.3	-0.2
C#CCOCCOCCOCCNc1nc(N2CCN(C(=O)[C@H](CCCN=C(N)N)n3cc(C(N)[C@@H](C)CC)nn3)CC2)nc(N2CCN(C(=O)[C@H](CCCCN)n3cc([C@@H](N)CC(N)=O)nn3)CC2)n1 (some centres undefined)	3.0	-8.4	-0.3
Cc1noc(C)c1S(=O)(=O)Nc1ccc2c(c1)C(=O)N([C@H](C)CO)C[C@H](C)[C@@H](CN(C)C(=O)Nc1ccc(C(F)(F)F)cc1)O2	-1.7	2.3	0.0
CCN(C[C@H]1N[C@@](Cc2ccccc2)(C(=O)OC)[C@H]2C(=O)N(Cc3ccccc3)C(=O)[C@@H]12)S(=O)(=O)c1ccc(C(F)(F)F)cc1	5.7	11.3	-0.2
COc1ccc(-c2cccc(CCC(=O)N3CCN(c4cc(C)ccc4C)CC3)c2)cc1	-3.4	3.5	0.2
CCSc1ccc([C@@H]2[C@H]3C(=O)N(CC)C(=O)[C@H]3[C@]3(C(=O)OC)CCCCN23)cc1OC	-3.4	0.1	0.0
CCOC(=O)C1=CNS(=O)(=O)NC1c1ccc(OC(C)=O)cc1 (centres undefined)	-6.4	2.1	-0.1
Cc1noc(C)c1S(=O)(=O)Nc1ccc2c(c1)C(=O)N([C@H](C)CO)C[C@H](C)[C@@H](CN(C)C(=O)Nc1ccc3c(c1)OCO3)O2	0.6	-3.5	0.8
CCN(C[C@H]1N[C@@](Cc2ccccc2)(C(=O)OC)[C@H]2C(=O)N(Cc3ccccc3)C(=O)[C@@H]12)C(C)=O	0.2	6.9	-0.4
C[C@H](CO)N1C[C@H](C)[C@@H](CN(C)C(=O)Nc2ccc3c(c2)OCO3)Oc2ccc(NC(=O)C3CCCCC3)cc2C1=O	2.0	-5.3	0.4
O=C1[C@@H](Oc2ccccc2)[C@@H](c2ccncc2)N1c1ccncc1	-7.7	11.8	-0.3
CCCCN(C(=O)CSc1nc2ccccc2s1)c1c(N)n(CCCC)c(=O)[nH]c1=O	0.1	-8.0	-0.1
C[C@H](CO)N1C[C@H](C)[C@@H](CN(C)S(=O)(=O)c2cccs2)Oc2c(NC(=O)Nc3ccc4c(c3)OCO4)cccc2C1=O	-8.6	-11.5	-0.2
O=C(NCC(=O)N1CCN(c2ccc([N+](=O)[O-])cc2)CC1)c1ccco1	-0.6	-0.3	0.1
C[C@H](CO)N1C[C@H](C)[C@@H](CN(C)C(=O)Nc2ccc3c(c2)OCO3)Oc2ccc(NS(=O)(=O)c3ccc(F)cc3)cc2C1=O	1.6	0.5	-0.6
C=C1c2ccccc2O[C@H](C(=O)OCC)[C@H]1OC	4.8	2.5	-0.6
C[C@@H]1COC(=O)[C@H](NC(=O)OCC2c3ccccc3-c3ccccc32)C/C=C\C[C@@H](CC(=O)N(CCO)Cc2ccccc2)C(=O)N1	4.9	14.2	-0.1
O=C(C[C@H]1C/C=C\CC[C@H](Cc2ccc(F)cc2)C(=O)OC[C@H]2CCCN2C1=O)N[C@H](CO)Cc1ccccc1	0.5	2.3	1.1
New compounds follow:
SMILES	proCasp3 act	procasp7 counter	Efflux pump inh
COc1ccc2[nH]c3c(c2c1)CCN1C(=O)C(CC(=O)NC(C)(C)C)C[C@H](C(=O)N2CCCCC2)[C@@]31CCc1ccccc1 (some centres undefined)	-11.1	7.5	0.2
COc1ccc2c(c1)CN(C)S(=O)(=O)c1ccccc1-2	8.0	-2.2	-0.2
CC[C@@H]1C(c2ccc(F)cc2)=NN(c2ccccc2)[C@H]1C(=O)N1CCOC1=O	-5.8	-1.4	-0.2
CCN1C[C@@H]2[C@@H]3C(=O)N(Cc4ccccc4)C(=O)[C@@H]3[C@](CC)(C(=O)OC)N2C1=NC	-2.4	3.2	0.0
COc1ccc(CCNC(=O)COC(=O)c2cccn2C)cc1	8.0	0.7	0.2
O=C(COC(=O)CNC(=O)c1cc(Cl)cc([N+](=O)[O-])c1)NC(=O)NCc1ccco1	3.7	6.6	0.1
COc1ccc(NC(=O)Nc2ccc3c(c2)C(=O)N([C@H](C)CO)C[C@H](C)[C@@H](CN(C)C(=O)Nc2ccc(OC)cc2)O3)cc1	-0.2	2.7	0.1
CC(C)N(C(=O)[C@H]1C[C@H](CC(=O)NCC23CC4CC(CC(C4)C2)C3)C(=O)N2CCc3c([nH]c4cc(CCC(=O)N(C)C)ccc34)[C@]12C)C(C)C	7.0	9.3	0.5
COc1ccc(-c2oc(=O)c3cc(OC)c(OC)cc3c2/C=C/c2ccc(OC(C)=O)cc2)cc1	-0.5	-2.7	0.1
O=C(NCc1ccco1)c1cc(-c2ccccc2)nn1CC1CC(c2cccc([N+](=O)[O-])c2)=NO1 (centres undefined)	-5.6	1.5	0.2
COc1ccccc1NS(=O)(=O)c1cccc(C(=O)NNC(=O)c2ccc(Cl)nc2)c1	6.8	9.5	0.0
O=C(Nc1ccc(Br)cn1)c1cccc(S(=O)(=O)N2CCCC2)c1	6.7	5.3	0.5
CCOc1cc(N2CCOCC2)c(OCC)cc1NC(=O)COC(=O)c1ccc([N+](=O)[O-])o1	-2.2	5.1	0.0
COc1ccc2[nH]c3c(c2c1)CCN1C(=O)C(CC(=O)NCc2ccco2)C[C@H](C(=O)N2CCCCC2)[C@@]31CCc1ccccc1 (some centres undefined)	-6.8	9.5	0.5
CC(C)CC1NC(=O)c2cc(Cl)ccc2-n2c1nc1cc(F)ccc1c2=O (centres undefined)	5.6	6.8	-0.2
COc1ccc(NC(=O)N(C)C[C@H]2Oc3c(NS(=O)(=O)c4ccc(F)cc4)cccc3C(=O)N([C@H](C)CO)C[C@@H]2C)cc1	2.8	7.6	0.7
O=C(COc1ccccc1)N[C@@H]1c2ccccc2CC[C@H]1OCc1ccccc1	-2.6	4.8	0.5
COC(=O)c1c(-c2ccccc2OC)sc2cc3c(cc12)OCO3	0.9	4.2	-0.4
COc1ccc2c(c1)oc1c(SCc3nc4ccccc4[nH]3)nc(C)nc12	-4.8	7.3	0.1
CCOC(=O)C1C(C(C)=O)=C(c2ccccc2)c2ccccc2N1S(=O)(=O)C(F)(F)F (centres undefined)	-0.6	-3.0	0.2
C=CC[C@H](CC(=O)NCCO)C(=O)N[C@@H](COC(=O)[C@@H](CC=C)Cc1ccc(F)cc1)Cc1ccccc1	1.5	3.4	0.1
CC[C@]12c3[nH]c4ccc(OC)cc4c3CCN1C(=O)C(CC(=O)NCCCN(C)C)C[C@@H]2C(=O)N1CCN(C(=O)C2CC2)CC1 (some centres undefined)	4.6	-2.5	-0.3
CCCC[C@@H]1C=C(C(=O)O)[C@H](c2ccc(Br)cc2)N1S(=O)(=O)c1ccc(C)cc1	12.2	3.1	0.0
COc1ccc2[nH]c3c(c2c1)CCN1C(=O)C(CC(=O)NCCCN(C)C)C[C@H](C(=O)N2CCCCC2)[C@@]31CCc1ccccc1 (some centres undefined)	-8.8	10.0	-0.3
O=C(CC(O)CCc1ccccc1)c1ccc(O)cc1 (centres undefined)	7.6	-2.2	-0.1
Other compounds follow.
SMILES	proCasp3 act	procasp7 counter	Efflux pump inh
C=CC[C@H](CC(=O)NCCO)C(=O)NCCOC(=O)[C@@H](CC=C)CC(=O)OC(C)(C)C	5.1	-1.4	0.1
COC(=O)[C@H](CCSC)NC(=O)Cn1cnc2c(NCc3ccccc3)ncnc21	-4.4	-1.1	-0.1
Cc1nc2ccccc2n1CC(=O)OCC(=O)N1CCC(C)CC1	-5.2	-5.7	0.1
Cc1ccc(S(=O)(=O)N2[C@@H](c3ccc(C(C)C)cc3)C(C(=O)O)=C[C@H]2C(C)(C)C)cc1	1.9	-4.1	0.2
Cc1nc(SCc2nc3ccc([N+](=O)[O-])cc3[nH]2)c2oc3ccccc3c2n1	-13.6	-11.3	0.5
COc1ccc(-c2cc(CCC(=O)N3CCN(c4cc(C)ccc4C)CC3)on2)cc1	0.5	-12.6	0.4
COC(=O)[C@@]1(C)[C@H]2C(=O)N(C)C(=O)[C@H]2[C@H]2CN=C(SCC(=O)c3ccccc3)N21	-18.3	-10.8	0.4
Nc1ccccc1C(=O)N1O[C@@H]2C=C[C@H]1CC2	-3.3	7.0	0.0
CCOC(=O)c1cccc(N2CC3CNC(=O)C2(C(=O)OC)N3C)c1 (centres undefined)	15.5	12.2	-0.5
C[C@H](CO)N1C[C@H](C)[C@@H](CN(C)S(C)(=O)=O)Oc2ccc(NC(=O)CCN3CCOCC3)cc2C1=O	-2.2	26.7*	-0.4
O=C1N(c2ccccc2)C(c2ccccc2)C12CCCCC2 (centres undefined)	2.5	7.4	-0.3
CC[C@]12c3[nH]c4cc(CCC(=O)N(C)C)ccc4c3CCN1C(=O)[C@@H](CC(=O)NCCN1CCOCC1)C[C@@H]2C(=O)N1CCN(C(=O)c2ccco2)CC1	-3.5	2.6	-0.1
C[C@]12c3[nH]c4ccc(Cl)cc4c3CCN1C(=O)[C@@H](CC(=O)NCCN1CCOCC1)C[C@@H]2C(=O)N1CCOCC1	-3.4	8.7	-0.3
CCOC(=O)C1=CN(Cc2cccc(Br)c2)S(=O)(=O)N(CC)C1C (centres undefined)	1.9	-13.6	-0.2
C[C@H](CO)N1C[C@H](C)[C@@H](CN(C)CC2CC2)Oc2c(NS(=O)(=O)c3ccc(F)cc3)cccc2C1=O	1.5	-5.1	0.1
C[C@H](CO)N1C[C@H](C)[C@@H](CN(C)C(=O)Nc2ccc(C(F)(F)F)cc2)Oc2ccc(NS(=O)(=O)c3cccs3)cc2C1=O	-3.4	10.6	0.2
Cc1cccc(-c2noc(CCC(=O)N3CCN(c4cc(C)ccc4C)CC3)n2)c1	3.1	15.1	-0.3
CCCN=C1N(CC)C[C@@H]2[C@@H]3C(=O)N(C)C(=O)[C@@H]3[C@](C)(C(=O)OC)N12	-1.1	6.2	0.0
COCCCNC(=O)C[C@H]1C[C@H](C(=O)N(C(C)C)C(C)C)[C@@]2(C)c3[nH]c4cc(-c5ccco5)ccc4c3CCN2C1=O	1.2	1.8	0.3
COc1ccc2[nH]c3c(c2c1)CCN1C(=O)C(CC(=O)NCCCN(C)C)C[C@H](C(=O)N(C(C)C)C(C)C)[C@@]31C (some centres undefined)	0.2	-11.0	0.1
COC(=O)[C@]1(C)N[C@H](CN(C)C(=O)c2ccc(F)cc2)[C@@H]2C(=O)N(C)C(=O)[C@@H]21	-0.6	0.5	0.1
CN(C)CCCNC(=O)C[C@H]1C[C@H](C(=O)N2CCCCC2)[C@@]2(CCc3ccccc3)c3[nH]c4cc(CCC(=O)N(C)C)ccc4c3CCN2C1=O	-2.0	14.8	0.2
O=C(Cc1cccs1)N[C@@H]1c2ccccc2CC[C@H]1OCc1ccccc1	-8.1	-0.7	0.4
CC(C)(C)NC(=O)C(c1ccc(-c2ccccc2)cc1)N(C[C@H]1CC[C@@H]([C@@H]2CC[C@H](CO)O2)O1)C(=O)c1ccc(C(C)(C)C)cc1 (some centres undefined)	4.7	3.2	0.4
CCCCNC(=O)C(C)N(CCN(C)C)C(=O)CCCN1C(=O)NC(c2ccc([N+](=O)[O-])cc2)C(C(=O)OCc2ccccc2)=C1C (centres undefined)	-5.2	3.0	-0.4

Reformatted: results already given.
C[C@H](CO)N1C[C@H](C)[C@@H](CN(C)CC2CC2)Oc2c(NS(=O)(=O)c3ccc(F)cc3)cccc2C1=O
  proCasp3 act: 1.5
  procasp7 counter: -5.1
  Efflux pump inh: 0.1

C[C@H](CO)N1C[C@H](C)[C@@H](CN(C)C(=O)Nc2ccc(C(F)(F)F)cc2)Oc2ccc(NS(=O)(=O)c3cccs3)cc2C1=O
  proCasp3 act: -3.4
  procasp7 counter: 10.6
  Efflux pump inh: 0.2

Cc1cccc(-c2noc(CCC(=O)N3CCN(c4cc(C)ccc4C)CC3)n2)c1
  proCasp3 act: 3.1
  procasp7 counter: 15.1
  Efflux pump inh: -0.3

CCCN=C1N(CC)C[C@@H]2[C@@H]3C(=O)N(C)C(=O)[C@@H]3[C@](C)(C(=O)OC)N12
  proCasp3 act: -1.1
  procasp7 counter: 6.2
  Efflux pump inh: 0.0
